Bioassay records as filed in PubChem.
14-3-3 Bad PPI = disrupts binding of bovine 14-3-3 zeta to phospho-Bad peptide; P63103; TR-FRET 14-3-3zeta/Dy647-pBad peptide displacement, 1 h; inhibition, % at 21.7 µM; 0.71% of 220,000 active; AID 781;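 active = inhibition above about 70%, limit read from the data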;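 also: 0% = full 14-3-3 plus peptide FRET controls and 100% = background without 14-3-3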
EBV gp42 inh = inhibitors of Epstein-Barr virus glycoprotein 42. Fluorescence polarization binding assay, mP read-out. inhibition, % (tested at 21.74 µM). 0.42% of 220,000 active; in the data active = inhibition above about 50%
Furin inhibitor = inhibitors of human furin. P09958. purified furin, fluorogenic substrate cleavage. inhibition, % at 30 µM. 0.061% of 220,000 active. AID 463115; in the data active = inhibition above about 25%; also: inactives centre near -15
Rad51 HR inh = Rad51 (human) homologous recombination inhibition; AID 1385; inhibition, % at 10 µM; 0.085% of 200,000 active; hRad51 DNA strand exchange, fluorescence dequenching; Q06609;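 active = inhibition above 40% at the single screening dose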;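 also: 0% = DMSO control wells and 100% = blanks with heterologous ssDNA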
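Material: human Rad51–ssDNA filaments; Probe or stimulus: labelled 47-mer dsDNA for strand exchange; Doses: single 10 µM dose; Incubation: 37 °C 15-min filament assembly, 30-min compound preincubation, 15-min exchange; Technique: FRET fluorescence dequenching, excitation 485 nm, emission 520 nm; Measure: Fluorescence-based percent inhibition, control- and blank-normalised; Benchmarks: plate control and blank wells.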
KLK5 inh = kallikrein 5 (human) inhibition. Q9Y337. recombinant hK5, fluorogenic AMC substrate cleavage. inhibition, % at 5 µM. 0.59% of 210,000 active. AID 873;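 active = inhibition of 40% or more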;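 also: 0% = enzyme controls without compound and 100% = no-enzyme blanks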
NCF1 inh = inhibitors of human p47phox binding; P14598; inhibition, % at 24.7 µM; 0.53% of 220,000 active; p47phox/p22phox peptide binding, fluorescence polarization, 2 h;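 also: 0% = p47phox with labelled peptide and 100% = labelled peptide alone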
KCC2 mod = modulates chloride dependent transport by human KCC2. Q9H2X9. KCC2 cells, thallium flux FluoZin-2 fluorescence. B-score of Tl+ flux slope (higher = more flux/activation; lower = inhibition) at 10 µM. 2.2% of 190,000 active;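 active = thallium flux slope and its plate-corrected score both differing from the plate sample mean at a set confidence after two filtering rounds, in either direction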;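 also: slope of fluorescence scaled to starting intensity during 10 to 20 s after thallium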
eIF4E 4G PPI = blocks eIF4E binding to eIF4G; P63073+Q04637; TR-FRET eIF4E-eIF4GI(517-606) binding, 2 h; AID 782; 0.37% of 220,000 active; inhibition, % at 21.7 µM;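 also: 0% = full FRET control wells and 100% = background wells lacking eIF4GI fragment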
Target sequence (P63073 whole entry, looked up, the tested form may be a part): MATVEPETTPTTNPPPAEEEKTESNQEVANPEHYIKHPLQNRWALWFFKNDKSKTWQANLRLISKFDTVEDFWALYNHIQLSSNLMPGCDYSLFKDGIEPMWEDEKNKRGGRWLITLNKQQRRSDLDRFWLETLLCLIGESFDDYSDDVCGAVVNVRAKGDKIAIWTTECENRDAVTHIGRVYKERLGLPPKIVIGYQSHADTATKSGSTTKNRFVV
Target sequence (Q04637 whole entry, looked up, the tested form may be a part): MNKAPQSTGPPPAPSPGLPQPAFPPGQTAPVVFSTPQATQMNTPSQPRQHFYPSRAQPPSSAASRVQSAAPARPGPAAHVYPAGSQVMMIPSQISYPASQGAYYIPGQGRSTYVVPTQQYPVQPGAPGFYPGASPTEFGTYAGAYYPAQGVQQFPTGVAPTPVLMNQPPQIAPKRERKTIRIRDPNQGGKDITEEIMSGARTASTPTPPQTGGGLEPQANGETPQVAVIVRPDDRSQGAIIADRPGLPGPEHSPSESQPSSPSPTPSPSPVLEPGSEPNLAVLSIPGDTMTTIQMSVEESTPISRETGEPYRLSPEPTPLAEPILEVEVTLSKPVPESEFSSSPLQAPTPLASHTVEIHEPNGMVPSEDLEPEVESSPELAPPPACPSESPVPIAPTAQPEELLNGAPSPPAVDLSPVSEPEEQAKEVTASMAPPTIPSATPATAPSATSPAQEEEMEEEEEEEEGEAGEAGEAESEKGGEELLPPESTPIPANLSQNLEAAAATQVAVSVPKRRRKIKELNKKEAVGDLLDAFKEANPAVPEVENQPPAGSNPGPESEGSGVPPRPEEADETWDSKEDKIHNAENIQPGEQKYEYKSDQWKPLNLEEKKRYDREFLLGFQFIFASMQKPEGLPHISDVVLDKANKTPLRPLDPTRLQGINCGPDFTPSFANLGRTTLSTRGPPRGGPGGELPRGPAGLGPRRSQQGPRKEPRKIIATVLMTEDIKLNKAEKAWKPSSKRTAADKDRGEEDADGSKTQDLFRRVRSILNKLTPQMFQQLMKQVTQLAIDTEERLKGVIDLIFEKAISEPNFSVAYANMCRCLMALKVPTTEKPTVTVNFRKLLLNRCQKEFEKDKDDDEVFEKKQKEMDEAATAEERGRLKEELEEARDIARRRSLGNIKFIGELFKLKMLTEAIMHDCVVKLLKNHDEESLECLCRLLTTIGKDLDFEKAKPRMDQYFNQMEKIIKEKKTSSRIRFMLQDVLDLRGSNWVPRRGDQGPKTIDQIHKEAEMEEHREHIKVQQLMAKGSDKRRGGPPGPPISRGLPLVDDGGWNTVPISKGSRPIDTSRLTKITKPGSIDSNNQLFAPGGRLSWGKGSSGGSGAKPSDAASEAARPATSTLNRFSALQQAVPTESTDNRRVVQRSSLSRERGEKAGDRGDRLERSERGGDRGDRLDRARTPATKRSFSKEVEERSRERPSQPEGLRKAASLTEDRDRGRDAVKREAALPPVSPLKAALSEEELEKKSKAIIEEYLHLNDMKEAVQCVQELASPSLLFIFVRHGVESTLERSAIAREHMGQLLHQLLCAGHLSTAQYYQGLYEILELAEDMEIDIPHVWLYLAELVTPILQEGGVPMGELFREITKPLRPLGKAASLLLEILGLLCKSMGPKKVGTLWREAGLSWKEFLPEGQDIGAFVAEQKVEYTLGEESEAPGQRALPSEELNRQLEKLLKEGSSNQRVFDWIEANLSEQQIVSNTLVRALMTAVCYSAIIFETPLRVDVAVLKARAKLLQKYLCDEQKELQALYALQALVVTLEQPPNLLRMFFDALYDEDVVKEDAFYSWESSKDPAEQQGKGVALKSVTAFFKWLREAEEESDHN
thrombin 1536 = inhibitors of human thrombin; inhibition, % at 5 µM; P00734; alpha-thrombin, Boc-VPR-AMC fluorogenic substrate cleavage; 0.26% of 220,000 active;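 active = inhibition at or above 40%; inactive = inhibition below 40%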;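 also: 0% = enzyme with no compound and 100% = wells without enzyme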
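Material: human alpha-thrombin enzyme / Medium: pH 7.5 Tris (50 mM) with NaCl 150 mM, Tween 20 0.05% / Compound: single-point dosing at 5 µM, 0.2% DMSO / Incubation: enzyme reaction carried out at room temperature / Detection: AMC fluorescence, 355/460 nm / Read-out basis: percent inhibition scaled between no-compound controls and no-enzyme blanks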
* marks the source's active call; other numbers are inactive results; i = inactive; / = no result given; [ ] = remark or other dose.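 The calls were made as follows, unless noted: active = inhibition above about 30% (limit read from the data); inactive = the rest.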

SMILES	14-3-3 Bad PPI	EBV gp42 inh	Furin inhibitor	Rad51 HR inh	KLK5 inh	NCF1 inh	KCC2 mod	eIF4E 4G PPI	thrombin 1536
COC(=O)C1CCN(c2nc3ccccc3nc2C(C#N)C(=O)OCC(C)C)CC1 (centres undefined)	/	29.2	-1.7	-3.4	1.6	-0.9	/	/	3.0
Fc1ccccc1COc1ccc(Br)cc1CNCc1cccnc1	36.6	5.7	3.3	-11.0	5.1	5.8	-1.28	2.7	-1.9
CCOc1ccc(CCN2CN(CC)CNC2=S)cc1OCC	-26.0	1.2	-35.9	2.9	-8.1	-15.3	-0.89	-1.2	5.2
COc1cccc(-c2cc(N3C(=O)Nc4ccccc4N3O)n[nH]2)c1	-10.1	-1.9	-9.8	3.5	-5.5	-3.9	-0.433	3.7	2.2
COc1ccc(CNC(=O)C(c2ccncc2)N(C(=O)Cc2cccs2)c2ccc(C)cc2)cc1 (centres undefined)	7.3	-12.7	-14.8[20 µM]	8.4	-13.2	-12.1	/	5.2	0.2
Cc1ccc(-n2c(C)c3c(C)nnc(C)c3c2C)cc1C	/	-11.3	-15.3[20 µM]	1.6	1.4	-4.3	0.0417	/	2.5
Cc1ccc(OCC(=O)NCc2cccs2)c([N+](=O)[O-])n1	-1.2	1.4	-9.0	21.5	-1.7	-7.8	0.156	-3.4	-4.8
COC(=O)c1ccc(Oc2coc3cc(OCc4ccc([N+](=O)[O-])cc4)ccc3c2=O)cc1	-0.6[fluorescence artefact?]	-22.1	-2.7	-3.5	2.7	-10.0	0.385	0.3	-6.4
Cc1ccc(C(=O)NCC(C)(C)N2CCOCC2)s1	0.7[fluorescence artefact?]	9.3	-15.2[20 µM]	1.8	-11.2	10.0	-0.112	-4.7	-5.2
CCOC(=O)c1cc(-c2ccc(F)cc2)n(CC(=O)N2CCCC2)c1C	3.6	-19.9	-11.4	2.4	-5.4	-8.3	-1.35	-13.4	3.4
c1ccc2oc(NC3=NCN(CC4CCCO4)CN3)nc2c1 (centres undefined)	0.2	-3.3	-19.3	-1.2	-0.8	2.4	0.545	6.2[fluorescence artefact?]	-5.2
Cc1ccc(C(=O)NCC(=O)N/N=C/c2sccc2C)cc1[N+](=O)[O-]	-8.8	-7.6	-18.4	-0.8	2.1	-5.4	-0.0127	-0.6	-3.9
Cc1ccc(C)c(N2CCN(C(=O)c3ccc(Cn4c(=S)[nH]c5ccc(N6CCOCC6)cc5c4=O)cc3)CC2)c1	-19.5	-8.5	-28.0	-6.1	-2.8	-25.0	-1.07	-15.1	-24.6
CCC(C(=O)OC)n1cnc2c(nnn2-c2ccc(OC)cc2)c1=O (centres undefined)	-4.5[fluorescence artefact?]	-18.1	-10.4	0.8	2.6	-5.7	-0.691	-7.6[fluorescence artefact?]	-2.8
CC(=O)Nc1ccc(NC(=O)C(F)(F)F)cc1	-1.2	-1.0	-5.6[20 µM]	-3.7	-9.2	-2.2	1.71	1.8	-1.4
S=C1NC2(CCCCC2)Nc2ccccc21	-3.6	-19.2	-27.0	4.0	-3.1	-104.0	0.354	1.6	-9.0
Cc1ccc(S(=O)(=O)c2nc(-c3ccco3)oc2NCC2CCCO2)cc1 (centres undefined)	1.6	-15.4	-16.1	-35.8	-10.6	-3.2	/	2.1	-7.1
CCOC(=O)C1C(=O)C=C(/C=C/c2ccccc2)CC1c1ccc(Cl)cc1 (centres undefined)	-18.3[fluorescence artefact?]	-20.1	-12.0[20 µM]	2.0	-2.1	-1.4	/	-34.9[fluorescence artefact?]	-0.5
CCN(CC)c1ccc(/C=N/NC(=O)Cc2nnc(NC(=O)Nc3ccccc3)s2)cc1	3.3	-66.4	-31.9	-3.1	-14.8	-190.7	-0.289	-5.2[fluorescence artefact?]	-9.0
O=C(CSc1nnc(-c2ccncc2)n1Cc1ccccc1)NC1CCCc2ccccc21 (centres undefined)	-15.4	-4.7	-8.1	0.2	-22.0	-11.7	-0.0239	4.0	3.6
CCSc1nnc(-c2ccc(S(=O)(=O)N3CCOCC3)cc2)n1CC1CCCO1 (centres undefined)	-0.9[fluorescence artefact?]	-10.0	-31.8	3.6	0.6	-17.1	0.082	-2.3[fluorescence artefact?]	-3.2
CCOc1ccc(OCCN(C)Cc2ccccc2)cc1	40.5	-9.4	-15.9[20 µM]	-0.6	20.4	-7.8	/	4.0[fluorescence artefact?]	-4.7
CCOC(=O)Nc1ccc(NC(=O)c2c(OC)cccc2OC)cc1	1.9	-2.2	-22.6[20 µM]	-0.9	-1.7	-2.1	-0.00167	-0.8	-6.3
CCOC(=O)Cc1c(C)nc2c(-c3ccccc3)cnn2c1C	4.8	11.4	-7.6	0.3	-0.8	3.2	-0.448	-0.2	-8.5
CSc1ccccc1NC(=O)c1ccc(CN2CCOCC2)cc1	-9.2	-2.8	-8.0	26.3	-6.7	3.6	-0.0711	-2.5	5.1
CC1CCN(C2=C(NS(=O)(=O)c3ccccc3)C(=O)c3ccccc3C2=O)CC1	9.1	-3.5	-10.6	/	3.6	-7.2	0.667	1.1	-4.7
COC(=O)C1C(=O)c2c([nH]c(C(=O)OCCSC)c2C)CC1C (centres undefined)	6.3	-15.1	-11.9	-2.3	-2.4	-10.0	-2.8	-0.4	-6.0
S=c1[nH]nc(COc2ccc(Cl)cc2)n1C1CCCCC1	-15.2	-5.9	-16.0[20 µM]	3.3	-8.9	2.7	2.53*	-2.3	2.4
COc1ccc(C(=O)/C=C/Nc2cc(C)ccn2)cc1	-5.9	-17.1	-25.2	-10.9	7.2	-12.8	-0.46	0.7	1.6
CCOc1ccc(N2C(=O)CC(Sc3nc(CC(C)C)ccc3C#N)C2=O)cc1 (centres undefined)	-15.8	-7.0	-19.0	-8.7	5.0	-15.1	-0.715	2.8	-3.4
CCOc1ccc(CCNC(=O)COC(=O)c2ccc(OC)c(OC)c2OC)cc1OCC	-6.6	-6.0	-16.7	-16.5	-2.5	-2.3	-0.44	-1.3	-4.2
O=Cc1ccc(N2CCCC2)c(F)c1	-5.4	-9.2	-10.8[20 µM]	7.2	-10.6	1.6	/	-7.1	-7.1
CCOc1cc(CNCc2ccccn2)cc(Cl)c1OC	8.4	-18.3	-20.5	-3.1	13.5	0.1	/	2.5	-5.3
COc1nc(-c2ccccc2)ccc1-c1noc(-c2ccccc2F)n1	-4.2	5.1	-37.7	0.6	33.7	-11.8	/	-2.6	39.0
COc1ccc(OC)c(Cc2nnc(CCC(=O)N3CCCCCC3)o2)c1	2.5	-5.1	-17.7	9.6	-2.6	8.7	-0.0124	-2.9	10.2
CC1CCN(Cc2ccc(-c3nnn(CC(=O)Nc4ccccc4Cl)n3)cc2)CC1	-3.0	-16.2	-24.2	11.2	-4.1	-4.7	0.0977	3.3	-6.8
NC(=S)COc1ccccc1	1.4	-5.5	-17.7	15.8	-6.4	2.4	-0.501	-1.9	-4.9
Cc1ccc(NC(=O)C2(N3CCC3=O)CCCCC2)cc1	-20.4	-9.3	-42.1	4.4	-2.5	-14.7	i	0.2	4.8
CCN(CC(=O)Nc1cccc(Br)c1)Cc1nc2ccccc2c(=O)[nH]1	3.3[fluorescence artefact?]	4.4	-3.5[20 µM]	-2.6	37.0	-10.1	-0.309	-1.0	22.1
COc1ccc(/C=C/c2c([N+](=O)[O-])c(=O)n(C)c(=O)n2C)cc1OC	-6.5	1.3	-14.3[20 µM]	6.1	-3.3	-11.5	/	10.0	0.8
COc1ccc2c(c1)CCC/C2=N\OC(=O)c1ccccc1F	-4.0	-6.8	-28.3	2.2	-0.2	-12.2	1.03	-2.7	-1.2
CCC(NC(=O)NC1=NCCS1)(C(F)(F)F)C(F)(F)F	-1.9[fluorescence artefact?]	-6.1	-14.5	-3.0	-8.9	0.7	/	-9.7[fluorescence artefact?]	-11.7
CCOc1ccc(-n2c(SCC(=O)NCc3ccco3)nc3c(c2=O)SCC3)cc1	3.1	-16.5	-7.0	-13.2	-15.8	-16.8	-1.11	0.6	-1.3
Fc1ccc(-n2nnnc2-c2cnc(-c3cccs3)nc2C(F)(F)F)cc1	14.6	-11.3	-14.6[20 µM]	4.4	-1.6	-12.4	0.0719	0.1	-5.5
C1=Nc2c(NCc3ccccc3)ncnc2Oc2ccccc21	-4.1	1.9	-8.8[20 µM]	1.4	-5.2	-8.4	-1.9	7.6	-3.3
Cc1sc2ncnc(SCc3ccco3)c2c1C	-1.9	-0.6	19.0[20 µM]	-6.3	20.0	-5.0	2.45	-1.4	-0.9
CCCNC(=O)CN1C(=O)NC(Cc2c[nH]c3ccccc23)C1=O (centres undefined)	-17.6	-11.3	-18.8	-0.9	4.4	-0.1	0.78	2.0	-1.8
Cc1sc2nc(-c3ccccc3)oc(=O)c2c1C	3.5	5.8	-7.5	/	/	-2.1	1.12	-1.5	-3.5
Cc1cc(N/N=C/c2c(O)ccc3ccccc23)nc(-c2ccccc2O)n1	-9.2[fluorescence artefact?]	-22.5	-7.8	9.3	-10.4	-22.6	-0.197	2.2	-4.2
Cc1ccccc1-c1nc2sc3c(c2c(=O)n1N)CCCC3	-4.1	5.2	-9.5[20 µM]	-5.5	-8.9	-16.6	0.464	9.3	-3.9
Cc1n[nH]c(C)c1CCN(C)Cc1cn(C)nc1-c1ccccc1F	-5.3	10.4	-17.7	8.2	0.1	8.0	-0.145	-1.3	-10.8
CCn1c(-c2cc(-c3cccc(OC)c3)nc3ccccc23)n[nH]c1=S	-10.9	8.7	0.0[20 µM]	-4.6	-31.9	-15.8	2.71*	0.2	8.6
C=CCOc1cccc(C2/C(=C(/O)c3ccccc3)C(=O)C(=O)N2CCN2CCOCC2)c1 (centres undefined)	-2.2	-28.7	-10.6	-3.5	-1.1	1.7	/	0.6	-10.1
O=C(c1ccco1)N1CCN(S(=O)(=O)c2ccc(F)cc2)CC1	10.0	-2.5	-10.6[20 µM]	-1.6	-1.2	-6.5	1.33	-3.8	-1.0
O=C(NNC(=S)NCc1ccccc1)c1ccc2c(c1)OCO2	1.6	-11.0	-24.8	5.4	-18.2	5.5	-0.728	0.0[fluorescence artefact?]	-8.6
Cc1cc(C(F)F)nn1CC(=O)NCc1ccc(Cl)cc1Cl	-9.9	9.6	-10.8[20 µM]	0.1	-17.0	-0.3	0.0163	1.5	-3.7
CCOC(=O)c1cnc2nc(C(F)(F)F)[nH]n2c1=O	38.2[fluorescence artefact?]	-11.7	-23.4[20 µM]	-3.6	6.7	-10.2	/	5.7[fluorescence artefact?]	-4.2
Cc1nn(C(C)CC(=O)O)c(C)c1Br (centres undefined)	16.3	-10.7	-12.4[20 µM]	4.1	0.8	-5.1	-0.243	-3.5	-11.3
